Compound activity from PubChem BioAssay.
aGal spleen mod: inhibits or activates alpha-galactosidase in human spleen homogenate; P06280; human spleen homogenate, 4MU-alpha-Gal fluorescence, 40 min; Potency, µM (titrated, usually from 80 µM), for inactives: top-dose activity change, negative = inhibition, most hits filed as inhibitors; 0.008% of 240,000 active;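 also: potency is read from the fitted curve at half-maximal effect; 0% = enzyme with vehicle and -100% = no enzyme basal signal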
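Inhibition or activation of alpha-galactosidase in human spleen homogenate is scored by 4-MU fluorescence after 40 min at 37C, pH 5.0, with 1 mM substrate. AC50s come from concentration-response fitted to the Hill equation.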
Epigenetic reg: regulators of epigenetic silencing causing reporter derepression in mouse cells; murine LDR cells, GFP reporter derepression, 30 h; Potency, µM (series often up to 53.9 µM), without a hit: top-dose GFP activation, hits mostly activators; 0.2% of 280,000 active; AID 1865; also: potency is read from the fitted curve at half-maximal effect; % of control where 0% means no effect; nearly all actives have a fitted effect of over 60% in size
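Murine LDR cells carrying a silenced, genomically integrated CMV-driven GFP reporter were exposed to compound for 30 hours at 37 C. After PBS washes, GFP-positive cells (20–120 um objects) were counted by laser-scanning microplate cytometry.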
NPSR antag: blocks cAMP signaling of the human neuropeptide S receptor | Q6W5P4 | AID 1461 | Potency, µM (highest dose often 38.3 µM), inactives show at the highest dose activity change, negative = inhibition, hits mostly inhibitors | CHO-NPSR cells, cAMP TR-FRET, antagonist mode | 1% of 220,000 active; also: potency is read from the fitted curve at half-maximal effect; % is scaled to controls: 0 for no effect and ±100 for the full control effect; nearly all actives have a fitted effect of over 50% in size; many of its hits are not listed in these tables
Target sequence (Q6W5P4 whole entry, looked up): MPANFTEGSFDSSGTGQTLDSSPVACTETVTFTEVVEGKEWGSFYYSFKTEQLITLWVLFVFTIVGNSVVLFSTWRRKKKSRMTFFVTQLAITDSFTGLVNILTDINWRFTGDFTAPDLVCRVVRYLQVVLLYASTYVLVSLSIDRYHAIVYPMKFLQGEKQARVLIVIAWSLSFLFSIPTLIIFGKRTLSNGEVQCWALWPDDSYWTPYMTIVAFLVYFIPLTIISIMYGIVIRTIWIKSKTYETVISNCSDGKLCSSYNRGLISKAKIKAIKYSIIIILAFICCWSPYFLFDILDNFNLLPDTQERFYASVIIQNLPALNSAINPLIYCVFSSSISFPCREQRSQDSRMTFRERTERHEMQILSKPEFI
CBFb RUNX1 block: blocks binding between human CBF-beta and RUNX1. Q01196+Q13951. AlphaScreen CBFb-His/RUNX1-biotin binding, biochemical. Potency, µM (series often up to 59.8 µM), for inactives: top-dose activity, negative = inhibition, hits mostly inhibitors. 230,000 tested, under 10 active; also: % of control where 0% means no effect
Target sequence (Q01196 whole entry, looked up): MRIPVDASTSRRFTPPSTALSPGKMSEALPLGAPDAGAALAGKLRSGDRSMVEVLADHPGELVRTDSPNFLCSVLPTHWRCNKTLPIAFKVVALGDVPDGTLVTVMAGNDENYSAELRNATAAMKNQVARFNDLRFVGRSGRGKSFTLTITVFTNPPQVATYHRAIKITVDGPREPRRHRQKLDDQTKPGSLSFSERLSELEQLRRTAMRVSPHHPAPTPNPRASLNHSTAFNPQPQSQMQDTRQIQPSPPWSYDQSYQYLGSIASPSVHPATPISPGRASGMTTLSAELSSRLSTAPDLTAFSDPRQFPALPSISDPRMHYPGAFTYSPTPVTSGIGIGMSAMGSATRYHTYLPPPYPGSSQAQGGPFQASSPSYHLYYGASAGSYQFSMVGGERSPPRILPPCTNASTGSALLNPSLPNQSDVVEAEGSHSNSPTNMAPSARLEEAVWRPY
Target sequence (Q13951 whole entry, looked up): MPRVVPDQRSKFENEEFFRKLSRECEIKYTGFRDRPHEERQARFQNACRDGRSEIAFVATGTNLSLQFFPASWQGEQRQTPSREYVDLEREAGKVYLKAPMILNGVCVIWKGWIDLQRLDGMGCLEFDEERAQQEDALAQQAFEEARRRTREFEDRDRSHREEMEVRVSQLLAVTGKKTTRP
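Room-temperature protein-protein interaction test with 30 nM each of His-tagged CBF-beta and biotinylated RUNX1, 15 min with compound, then 90 min with nickel plus streptavidin beads. Signal read in AlphaScreen mode.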
Tau fluor cs: counter-screen for tau fibril formation inhibitors; tau K18 P301L (four-repeat tau fragment) Alexa594 fluorescence, heparin fibrillization; Potency, µM (highest dose often 57.7 µM), without a hit: at the highest dose activity change, negative = decrease; 0.93% of 280,000 active; AID 1463; also: potency is read from the fitted curve at half-maximal effect; % is scaled to controls: 0 for no effect and ±100 for the full control effect; nearly all actives have a fitted effect of over 55% in size
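Human K18 P301L tau (15 uM unlabeled plus 0.24 uM Alexa 594-labeled, final) in 100 mM sodium acetate pH 7 was mixed with compound and 20 uM heparin and incubated 6 hr at 37 C.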
TexasRed fluor: Texas Red fluorescence interference in TRb-SRC2 counter-screen; TRb/SRC2 Texas Red total fluorescence interference; Potency, µM (titrated, usually from 106 µM), for the others: at the highest dose fluorescence change, negative = quenching; 0.29% of 280,000 active; active = well fitted curve in either direction with a large enough effect; inconclusive = small, poorly fitted or top-dose-only effect; also: potency is read from the fitted curve at half-maximal effect; % is scaled to controls: 0 for no effect and ±100 for the full control effect
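Human TRβ ligand-binding domain (0.6 uM) and Texas Red SRC2 peptide (20 nM) in Tris buffer with 1 uM T3 and 5% DMSO were incubated with pinned compound for 5 hr at ambient temperature. Total fluorescence was computed as S + 2P (555/632 nm).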
TRb-SRC2 inh: disrupts binding of human TR beta to SRC2. TRbeta-SRC2 peptide binding, fluorescence polarization; receptor liganded with 1 µM T3. 0.065% of 280,000 active. AID 1469. Potency, µM (titrated, usually from 106 µM), for inactives: top-dose activity change, negative = inhibition, hits mostly inhibitors. P10828;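 also: potency is read from the fitted curve at half-maximal effect; plate controls were bound peptide for no effect and peptide without receptor for full effect; nearly all actives have a fitted effect of over 50% in size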
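Fluorescence polarization of 20 nM Texas Red SRC2 peptide (20-aa NR interaction domain) bound to 0.6 uM human TRb ligand-binding domain, with 1 uM T3, after 5 hr at ambient temperature; inhibition seen as decreased polarization.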
Tau fibril FP: blocks human tau fibril formation measured by polarization; 0.39% of 280,000 active; Potency, µM (titrated, usually from 57.7 µM), for the others: top-dose activity, negative = inhibition, most hits filed as inhibitors; K18 P301L tau heparin fibrillization, Alexa594 FP, 6 h; P10636; also: potency is read from the fitted curve at half-maximal effect; % is scaled to controls: 0 for no effect and ±100 for the full control effect; nearly all actives have a fitted effect of over 55% in size
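Human tau K18 […] P301L fragment, 15 uM unlabeled plus 0.24 uM Alexa 594-labeled tau (final), with compound and 20 uM heparin in 100 mM sodium acetate pH 7; 6 hr at 37 C, then Alexa 594 FP read.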
An asterisk follows results filed as active; ? = inconclusive; / = not tested or not shown; & = joins results of further samples; [ ] = remark or other dose. Unless noted, calls follow the shape of the dose curve; as a rule, active = well fitted curve in the direction sought with a large enough effect; inconclusive = small, poorly fitted or top-dose-only effect, or another doubt; inactive = no such curve, though single readings can be large; an effect the other way counts as inactive or inconclusive. Only part of the results is shown; the hit share may differ from the screen's.

#1 Cc1nnc(NC(=O)COc2ccccc2)s1
#2 COc1ccc(Nc2nnc(SCC(=O)N3CCCC3)s2)cc1
#3 C=CCNC(=S)/N=c1/ccccn1CCC
#4 COc1ccc(C(=O)NC(=O)Nc2cc(C)ccn2)cc1
#5 COc1ccc(NC(=O)Cn2c(SCc3cc(C)ccc3C)nc3ccncc32)c(OC)c1OC
#6 COc1ccc(S(=O)(=O)NC(C)(C)C)cc1-c1nnc2c3ccccc3c(C)nn12
#7 CC(c1ccccc1)N(CC(=O)NC1CCCCC1)S(=O)(=O)c1cccc(C(F)(F)F)c1 (stereo not given)
#8 COC(=O)Cc1cc(=O)n(-c2ccccc2)[nH]1
compound no.	1	2	3	4	5	6	7	8
aGal spleen mod	6%	8%	1%	10%	/	2%	-9%	2%
Epigenetic reg	-0.3%	-1.0%	-1.7%	-1.0%	0.3%	1.7%&-3.9%	-0.9%	1.1%
NPSR antag	-2%[46.1 µM]	-11%[46.1 µM]	22%	-11%[46.1 µM]	/	-1%[46.1 µM]	-49%	-12%[46.1 µM]
CBFb RUNX1 block	-1%	-2%	4%	6%	/	2%	10%	-5%
Tau fluor cs	-13%	-20%	2%	?	8.9µM*[quencher]	0%&1%	-9%	-1%
TexasRed fluor	0%	-3%	-1%	-1%	-1%	0%&0%	0%	-7%
TRb-SRC2 inh	6%	-3%	2%	-3%	1%	2%&0%	2%	-4%
Tau fibril FP	-6%	1%	0%	-7%	-8%	-1%&-2%	-2%	-3%

#9 O=C(O)c1cnc2[nH]c3ccccc3n2c1=O
#10 N#C/C(=C\c1ccc(-c2ccc(S(=O)(=O)N3CCOCC3)cc2)o1)C(=O)NC1CC1
#11 Cc1ccc(CCSc2ccc(F)cc2)cn1
#12 N#CC(C(=O)NCc1ccccc1)c1nc2ccccc2nc1N1CCCC1 (stereo not given)
#13 Cc1cccc(NC(=S)NNC(=O)c2cccc([N+](=O)[O-])c2)c1
#14 CCS(=O)(=O)C1=NN2C(=N)/C(=C\c3ccc(SCc4ccco4)o3)C(=O)N=C2S1
#15 COc1ccccc1[C@@H]1C(c2cccc(Cl)c2)=NN(c2ccc(Br)cc2)[C@H]1C(=O)N1CCOC1=O
#16 COc1ccccc1OCC(=O)NNC(=O)c1ccoc1C
compound no.	9	10	11	12	13	14	15	16
aGal spleen mod	7%	-9%	5%	6%	12%	-7%	18%&-1%	-4%
Epigenetic reg	-1.0%	-1.8%	-0.4%	?	1.1%	-0.3%	1.6%[40.7 µM]	1.0%
NPSR antag	-1%	-6%	-7%	-19%[46.1 µM]	23%	-18%	-3%	-2%
CBFb RUNX1 block	4%	-5%	4%	0%	0%	6%	22%	10%
Tau fluor cs	-15%	-21%	-5%	-15%	-23%	?	-22%&-27%	-1%
TexasRed fluor	-4%	-6%	-2%	3%	-4%	-2%	4%&-2%	-6%
TRb-SRC2 inh	-4%	9%	-11%	12%	-3%	3%	7%&-5%	0%
Tau fibril FP	2%	?	-10%	-2%	10%	-21%	-6%&-11%	-1%

#17 COc1cc(/C=N/Nc2nc(N3CCCC3)nc(N3CCCC3)n2)ccc1OCc1ccccc1F
#18 COc1cc(/C=N/N2C(=O)C3C4c5ccccc5C(c5ccccc54)C3C2=O)ccc1O (stereo not given)
#19 Cn1c(=O)c2c(ncn2CC(=O)Nc2nc(-c3ccc(F)c(F)c3)cs2)n(C)c1=O
#20 Cc1cc(Cl)ccc1NS(=O)(=O)c1ccc2c(c1)CCN2S(C)(=O)=O
#21 COc1ccc(CCc2nnc(CCC(=O)NCc3ccc4ncccc4c3)o2)cc1
#22 CCn1c(SCC(=O)NCCc2ccccc2)nnc1C(C)C
#23 Cc1ccc(-c2noc(CSc3nnc(C)n3-c3ccc(C)cc3)n2)cc1
#24 COc1cccc(CSc2nc3sc(C)c(C)c3c(=O)n2Cc2ccco2)c1
compound no.	17	18	19	20	21	22	23	24
aGal spleen mod	-10%	0%	-2%	/	-7%	-6%	/	-3%
Epigenetic reg	-2.4%	-1.1%	-3.9%	0.0%	0.0%	4.8%	0.0%	0.7%
NPSR antag	?	-25%	0%	/	-13%	8%	/	-17%[46.1 µM]
CBFb RUNX1 block	-13%	-6%	9%	/	9%	-1%	/	11%
Tau fluor cs	?	0%	-6%	-14%	-14%	-8%	-5%	-4%
TexasRed fluor	-2%	0.89µM*[quencher]	-1%	-2%	-3%	0%	0.11µM*[quencher]	1%
TRb-SRC2 inh	-2%	-34%[53 µM]	5%	-5%	0%	0%	-25%[53 µM]	-10%
Tau fibril FP	?	4%	?	0%	-9%	-2%	5%	2%

#25 N#C/C(=C\Nc1ccc(F)c(Cl)c1)C(=O)C1CC1
#26 O=C(NCCC1=CCCCC1)c1ccc2c(c1)ncn2-c1ccc(F)c(F)c1
#27 Cc1cccc(C)c1NC(=O)Cn1c(=O)n(CCC(=O)NCc2ccc3c(c2)OCO3)c(=O)c2sccc21
#28 CC(=O)Nc1cccc(OCC(=O)Nc2sccc2C(N)=O)c1
#29 CC(C)Cn1c(C(C)NC(=O)Cc2ccccc2)nc2ccccc21 (stereo not given)
#30 Cc1cc2cc(CNC(=O)c3ccc(Br)o3)ccc2[nH]1
#31 CC(C)(C)c1ccc(C(=O)N/N=C2\C3CN4CCN(C3)CC2(c2ccccc2)C4)cc1
#32 Clc1cccc(-c2noc3ncnc(NC4CCCCC4)c23)c1
compound no.	25	26	27	28	29	30	31	32
aGal spleen mod	-3%	/	/	8%	-4%	-2%	-19%	/
Epigenetic reg	0.0%	-1.1%	-1.8%	0.0%	0.0%	1.1%	0.0%	-1.7%
NPSR antag	-3%	/	/	2%	-7%[46.1 µM]	-2%	-7%	/
CBFb RUNX1 block	0%	/	/	-23%	10%	-22%	1%	/
Tau fluor cs	-7%	-18%	2%	-14%	-6%	?	2%	-10%
TexasRed fluor	-2%	-4%	-7%	2%	-2%	-2%	-1%	-1%
TRb-SRC2 inh	-3%	2%	2%	-2%	-3%	4%	-7%	5%
Tau fibril FP	-8%	9%	-10%	1%	-1%	11%	10%	-7%

#33 COc1ccccc1-c1nnc(NC(=O)c2ccccc2F)o1
#34 NC(N)=NC(N)=Nc1ccc(O)cc1
#35 COc1ccc(C(=O)N2CCN(C(=O)COc3ccc(C)cc3)CC2)cc1OC
#36 Clc1ccc(Sc2cc(Cl)c(-c3ccccc3)nn2)cc1
#37 CSc1ccc(CCNC(=O)c2ccc(CS(=O)(=O)c3ccc(Br)cc3)o2)cc1
#38 O=C1C2C3C=CC(C3)C2C(=O)N1CCN1CCN(S(=O)(=O)/C=C/c2ccccc2)CC1 (stereo not given)
#39 CCCCNc1cc(C)oc(=O)c1C(C)=O
#40 CCOc1ccc(S(=O)(=O)NCc2ccccc2)cc1C(N)=O
compound no.	33	34	35	36	37	38	39	40
aGal spleen mod	-6%	-15%	/	0%	/	-3%	4%	2%
Epigenetic reg	-2.7%	3.1%	-1.6%	0.0%	-2.4%	1.1%	0.9%	-0.1%
NPSR antag	-7%[46.1 µM]	-16%	/	?	/	-2%	2%[46.1 µM]	14%
CBFb RUNX1 block	-16%	-4%	/	14%	/	1%	4%	6%
Tau fluor cs	-4%	-13%	-4%	-6%	-8%	-5%	1%	8%
TexasRed fluor	-1%	-2%	2%	/	-29%	-6%	1%	-2%
TRb-SRC2 inh	9%	-7%	-4%	/	-1%	-7%	-9%	2%
Tau fibril FP	1%	-3%	-7%	8%	14%	-2%	13%	7%

Full records, quoted from the list.
`CSc1ccc(CCNC(=O)c2ccc(CS(=O)(=O)c3ccc(Br)cc3)o2)cc1` is listed as aGal spleen mod: /; Epigenetic reg: -2.4%; NPSR antag: /; CBFb RUNX1 block: /; Tau fluor cs: -8%; TexasRed fluor: -29%; TRb-SRC2 inh: -1%; Tau fibril FP: 14%
`CCOc1ccc(S(=O)(=O)NCc2ccccc2)cc1C(N)=O` is listed as aGal spleen mod: 2%; Epigenetic reg: -0.1%; NPSR antag: 14%; CBFb RUNX1 block: 6%; Tau fluor cs: 8%; TexasRed fluor: -2%; TRb-SRC2 inh: 2%; Tau fibril FP: 7%

Additional compounds:
#41 COc1ccc(C(=O)CC2(O)C(=O)N(Cc3ccccc3Cl)c3ccccc32)cc1 (stereo not given)
#42 CCSC(N)=Nc1ccc(C(F)(F)F)cc1
#43 CCCC(=O)N(c1ccc2oc3c(c2c1)CCCC3)S(=O)(=O)c1ccc(CC)cc1
#44 C[N+]1([O-])[C@@H]2Cc3cc4c(cc3[C@@H]1Cc1cc3c(cc12)OCO3)OCO4 (stereo not given in full)
#45 O=C(/C=C/c1cccc(Br)c1)N1CCN(c2cccc(C(F)(F)F)c2)CC1
#46 O=C(c1cc2ccccc2oc1=O)N1CCCC1
#47 CC1CCN(S(=O)(=O)c2ccc(C(=O)NCc3ccc4c(c3)OCO4)cc2)CC1
#48 COc1ccc(C(=O)c2oc3ccccc3c2N)cc1
#49 CN1CCN(NC(=O)c2ccccc2F)CC1
#50 CNCCCC1c2ccccc2C=Cc2ccccc21
#51 CCOc1ccc(C(=O)NC(=S)N(Cc2ccccc2)Cc2ccccc2)cc1
compound no.	41	42	43	44	45	46	47	48	49	50	51
aGal spleen mod	/	22%	/	-4%	-3%	2%	2%	7%	4%	4%	8%
Epigenetic reg	1.1%	1.1%	-0.7%	-0.7%	?	0.0%	-1.4%	0.0%	-1.1%	1.7%	-1.1%
NPSR antag	/	?	/	19%	-13%	-11%[46.1 µM]	-14%[46.1 µM]	-18%[46.1 µM]	4%[46.1 µM]	2%	?
CBFb RUNX1 block	/	14%	/	1%	8%	5%	1%	-21%	-1%	10%	?
Tau fluor cs	?	18%	-11%	4%	-14%	4%	-14%	?	4%	-14%&-5%	-14%
TexasRed fluor	-4%	0%	-1%	1%	0%	0%	-1%	-14%	-2%	0%	-2%
TRb-SRC2 inh	8%	0%	-6%	2%	4%	1%	-8%	-1%	-13%	-9%	-11%
Tau fibril FP	-10%	11%	9%	2%	7%	1%	?	15%	5%	7%&2%	8%
